Bioassay records (PubChem BioAssay)
SENP6 block = SENP6 protease inhibition; hit rate 1.8% among 330,000; Recombinant SENP6 catalytic domain, aminoluciferin luminescence; inhibition, % at 10 µM; Q9GZR1; AID 2599;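 active means inhibition above about 50% at the single tested dose, limit read from the data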;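 further: plate controls were DMSO wells with enzyme for no effect and DMSO wells lacking enzyme for full effect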
SENP1 inh = SENP1 (human) catalytic domain inhibition; Q9P0U3; hit rate 0.21% among 360,000; recombinant SENP1 catalytic domain, CyPet-SUMO1-YPet FRET cleavage; inhibition, % at 10 µM;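 active means inhibition at least 30% at 10 µM, raw YFP signal under a set limit, fluorescence ratio 0.5 to 1.5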;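 further: 0% = enzyme with DMSO and 100% = no enzyme wells; some results filed as inactive read as strong as hits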
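Test system: recombinant human SENP1 catalytic domain, His6-tagged / Medium: pH 8 Tris buffer with EDTA, NaCl, BME, BSA, NP40, catalase / Also added: SUMO1 FRET substrate flanked by Cypet and Ypet, 25 nM / Times: 50 min reaction at room temperature / Signal: FRET, CFP and YFP emission / Control set: no-enzyme low control and enzyme-plus-DMSO high control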
SENP7 inh = inhibitors of human SENP7 protease. Q9BQF6. recombinant SENP7, Z-RLRGG-aminoluciferin luminescence, 40 min. inhibition, % at 5 µM. hit rate 1.5% among 330,000;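 active means inhibition above about 50% at the single test dose, limit read from the data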;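 further: plate controls were DMSO with enzyme for no effect and no enzyme buffer wells for full effect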
HKDC1 inh = inhibitors of human hexokinase HKDC1; Q2TB90; recombinant HKDC1, G6PDH/diaphorase resazurin coupled fluorescence; hit rate 0.16% among 340,000; inhibition, % at 20 µM;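 active means inhibition above about 35% when tested at 20 µM, limit read from the data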;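 further: plate controls were DMSO wells with enzyme for no effect and DMSO wells lacking enzyme for full effect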
Target sequence (Q2TB90 whole entry, looked up): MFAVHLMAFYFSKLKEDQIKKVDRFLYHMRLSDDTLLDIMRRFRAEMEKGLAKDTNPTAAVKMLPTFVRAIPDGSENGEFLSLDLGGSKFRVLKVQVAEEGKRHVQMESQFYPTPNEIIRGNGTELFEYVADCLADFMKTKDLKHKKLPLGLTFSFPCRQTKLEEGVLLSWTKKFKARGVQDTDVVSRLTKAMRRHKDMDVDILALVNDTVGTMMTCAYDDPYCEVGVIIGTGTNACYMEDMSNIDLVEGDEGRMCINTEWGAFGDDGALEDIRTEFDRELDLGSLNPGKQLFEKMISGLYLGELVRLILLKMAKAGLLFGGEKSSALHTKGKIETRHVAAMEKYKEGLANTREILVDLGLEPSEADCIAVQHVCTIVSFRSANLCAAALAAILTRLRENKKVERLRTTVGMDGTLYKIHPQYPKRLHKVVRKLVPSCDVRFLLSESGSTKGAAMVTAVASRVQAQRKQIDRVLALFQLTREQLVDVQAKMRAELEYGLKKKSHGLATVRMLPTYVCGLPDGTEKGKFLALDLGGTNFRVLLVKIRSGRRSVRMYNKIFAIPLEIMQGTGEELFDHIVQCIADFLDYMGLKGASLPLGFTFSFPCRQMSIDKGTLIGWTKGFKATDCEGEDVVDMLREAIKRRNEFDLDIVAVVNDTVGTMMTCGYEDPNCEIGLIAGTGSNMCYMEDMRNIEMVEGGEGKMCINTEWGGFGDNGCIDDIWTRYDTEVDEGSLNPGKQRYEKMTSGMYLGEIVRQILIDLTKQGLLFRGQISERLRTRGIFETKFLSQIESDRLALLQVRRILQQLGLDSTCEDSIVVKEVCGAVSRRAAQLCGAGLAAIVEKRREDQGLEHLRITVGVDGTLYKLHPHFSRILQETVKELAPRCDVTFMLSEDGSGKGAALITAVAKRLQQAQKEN
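Assay system – recombinant HKDC1 (HK5) hexokinase enzyme, produced in-house · Input – HKDC1 at 5 µg/mL · Reagent – glucose plus 1 mM ATP as hexokinase substrates · Timing – 90 min reaction incubation at room temperature, dark · Measured by – G6PDH/diaphorase-coupled fluorescence, 1 mM NADP, 100 µM resazurin, 525/613 nm · Benchmarks – DMSO-enzyme wells negative, buffer-substituted wells positive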
Apaf1 inhib = blocks human Apaf-1 apoptosome activity. O14727. reconstituted apoptosome caspase-3 activity, DEVD-Rh110 fluorescence. inhibition, % at 20 µM. hit rate 0.71% among 330,000. AID 489030; active means inhibition of at least 40% at 20 µM;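 further: plate controls were DMSO wells for no effect and DEVD-CHO caspase inhibitor wells for full effect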
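Material: reconstituted apoptosome with Apaf-1, cytochrome c, caspase-9, procaspase-3, dATP; medium: pH 7.5 Hepes buffer with CHAPS, BSA, DTT; also added: cytochrome c and DEVD-Rh110 substrate; timing: 30 min plus 50 min, RT; signal: Rh110 fluorescence intensity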
SENP8 block-1 = inhibitors of human SENP8 protease; hit rate 1.2% among 330,000; inhibition, % at 10 µM; AID 2540; purified SENP8, Z-RLRGG-aminoluciferin cleavage, luminescence; in the data active means inhibition above about 50%
PfG6PD inh = PfG6PD (Plasmodium falciparum) enzyme inhibition | PfGluPho enzyme, NADPH resazurin-diaphorase fluorescence | inhibition, % at 20 µM | hit rate 0.78% among 350,000;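 active means inhibition reaching at least a set limit at 20 µM in the primary screen, cut at about 59% in these data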;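 further: 0% = DMSO wells with substrate and 100% = DMSO wells lacking glucose-6-phosphate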
SENP8 block-2 = inhibitors of human SENP8 protease | hit rate 0.64% among 360,000 | recombinant SENP8, Nedd8 substrate fluorescence | inhibition, % at 20 µM | AID 602440 | Q96LD8; in the data active means inhibition mostly above about 40%, no sharp cut-off; inactive means mostly below about 27%
* marks the source's active call; other numbers are inactive results; x = not tested or not shown.

SMILES	SENP6 block	SENP1 inh	SENP7 inh	HKDC1 inh	Apaf1 inhib	SENP8 block-1	PfG6PD inh	SENP8 block-2
CCOc1ccccc1N(CC(=O)N1CCOCC1)S(=O)(=O)c1ccccc1	-12	-1	3	-1	5	-2	3	12
COc1ccccc1NCc1cc(=O)oc2c(C)c(O)ccc12	17	-104	1	0	8	3	-12	-92
COCC(=O)Oc1c(Sc2ccccc2[N+](=O)[O-])c(C)nn1C(C)(C)C	4	3	8	-1	7	1	22	25
COc1cc(NS(=O)(=O)c2ccc(NC(=O)c3ccc(Cl)cc3Cl)cc2)ncn1	5	0	5	0	-1	-6	-20	7
Cc1ccc(C(C)C)c(OCCCN2CC(C)OC(C)C2)c1 (stereo not drawn)	0	-1	2	-4	1	6	19	6
CCCc1ccc2oc(C(=O)N(C)Cc3cnccn3)c(C)c2c1	-2	1	-7	5	12	-4	8	1
CCc1cccc(NC(=O)Cn2cccc2)c1	-10	1	-3	15	-4	-5	11	17
Cc1cc(NC(=O)CSc2nc3ccc(Cl)cc3[nH]2)no1	-8	0	9	8	-24	5	11	15
CCOc1ccc(NC(=O)CN2CCN(CC(=O)c3ccc(OCC)cc3)CC2)cc1	x	0	x	3	x	x	-2	8
COc1ccc(-c2cc(C(=O)OC(C)C(=O)Nc3c(C)n(C)n(-c4ccccc4)c3=O)c3ccccc3n2)cc1 (stereo not drawn)	-7	-5	2	-11	20	8	4	-411
c1ccc2[nH]c(-c3cnco3)cc2c1	10	-11	-3	4	4	11	6	-81
Cc1ccc(NC(=O)CSc2ncnc3ccccc23)cc1S(=O)(=O)N1CCCCCC1	-2	-10	4	-13	-7	5	3	-9
COc1ccc(NC(=O)CN2CCCN(S(=O)(=O)c3ccc(F)cc3)CC2)cc1	2	1	-4	-9	-11	1	0	4
Cc1nc(N)sc1-c1csc(Nc2cccc(C(=O)O)c2)n1	13	-9	3	-5	-1	-1	47	-14
C=CCN1C=CC=C/C1=C1\SC(=S)N(C)C1=O	11	3	0	-4	2	8	17	13
CCN(CC(=O)Nc1ccc2c(c1)OCCO2)C(=O)c1ccc(C)c(S(=O)(=O)N2CCOCC2)c1	-12	-1	-11	-8	-3	-8	-4	8
CC(CCc1ccccc1)NS(=O)(=O)c1ccccc1 (stereo not drawn)	-12	0	2	2	4	4	7	16
COc1ccc(CNC(=O)CC(C)c2ccccc2)cc1 (stereo not drawn)	-3	-2	-2	-3	3	0	9	5
O=C(CSc1nnc(CNC(=O)c2ccco2)o1)c1ccc(Cl)cc1	-8	2	-5	-5	-5	-8	10	2
CCn1c(CNC(=O)c2cc(OC)c(OC)c(OC)c2)cc2ccccc21	9	-2	-3	-6	-3	3	-12	5
CC(=O)Nc1ccc(Nc2nnc(-c3ccc(C)c(S(=O)(=O)NCCO)c3)c3ccccc23)cc1	-5	3	-4	1	-2	6	-3	-18
CCc1cccc(C)c1NC(=O)CN(C)S(=O)(=O)c1ccc(-c2ccc(=O)[nH]n2)s1	1	1	1	-2	-7	-5	5	-14
CC(C)(C)C(=O)N1CCN(c2ccnc3cc(Cl)ccc23)CC1	-8	4	-5	-3	7	0	-6	-70
Cc1ccc(C(O)P(=O)(OCc2ccccc2)c2ccc(N(C)C)cc2)cc1 (stereo not drawn)	2	1	3	-2	8	3	-16	19
Cc1c(NC(=O)/C(C#N)=C/c2ccc(-c3ccccc3Cl)o2)c(=O)n(-c2ccccc2)n1C	-2	-6	-1	3	20	-4	-12	16

Among those listed so far, 3 contain a furan ring, fused or not.
SMILES	SENP6 block	SENP1 inh	SENP7 inh	HKDC1 inh	Apaf1 inhib	SENP8 block-1	PfG6PD inh	SENP8 block-2
CCCc1ccc2oc(C(=O)N(C)Cc3cnccn3)c(C)c2c1	-2	1	-7	5	12	-4	8	1
O=C(CSc1nnc(CNC(=O)c2ccco2)o1)c1ccc(Cl)cc1	-8	2	-5	-5	-5	-8	10	2
Cc1c(NC(=O)/C(C#N)=C/c2ccc(-c3ccccc3Cl)o2)c(=O)n(-c2ccccc2)n1C	-2	-6	-1	3	20	-4	-12	16

Next part
SMILES	SENP6 block	SENP1 inh	SENP7 inh	HKDC1 inh	Apaf1 inhib	SENP8 block-1	PfG6PD inh	SENP8 block-2
CCOC(=O)c1c(NC(=O)COc2ccc3ccc(=O)oc3c2)sc(C(=O)N(C)C)c1C	13	-6	-5	-2	2	0	1	-205
C=CCC(=O)N1CCCC(CO)(Cc2ccc(F)cc2F)C1 (stereo not drawn)	9	-1	-6	-1	-3	-2	-14	6
CCCCCCCCNS(=O)(=O)CCNC1CCCCC1	x	-2	x	2	x	x	3	4
NC(=O)c1nsc(C(=O)N(CC(=O)NC2CCCCC2)Cc2ccc(F)cc2)c1N	0	-1	6	2	4	0	-2	-255
COc1cccc(CN2CCNC(=O)C2CC(=O)NCCc2cccc(C)n2)c1OC (stereo not drawn)	3	-2	4	12	-13	-3	1	11
Cc1cc(-c2nnc(CCC(=O)NCC(C)c3ccccc3)o2)no1 (stereo not drawn)	-17	-5	-10	-6	4	-7	10	4
O=C(c1ccccc1)N1CCN(Cc2ccccc2C(F)(F)F)CC1	-20	0	4	-9	0	0	15	12
COc1ccc2cc[nH]c2c1	-8	0	4	-1	-6	1	-7	-4
CC(C)C[C@@H](CO)NS(=O)(=O)c1cc(Cl)ccc1F	x	-1	x	-2	x	x	10	0
CC(=O)/C=C\c1ccccc1OC(=O)c1cc2ccccc2oc1=O	-13	0	-2	5	-11	-12	1	-62
COc1ccccc1CCNC(=O)C(=O)NCC1OCCCN1S(=O)(=O)c1ccc(F)cc1C (stereo not drawn)	-9	-3	-3	2	0	3	-3	0
O=C1CC2(CCCC2)CC(=O)N1c1ccccc1	-1	1	4	-1	-6	0	2	28
COc1ccc(CNC(=O)C[C@H]2C[C@H](C(=O)N(C(C)C)C(C)C)[C@@]3(C)c4[nH]c5cc(CCC(=O)N(C)C)ccc5c4CCN3C2=O)cc1OC	x	-3	3	-8	4	x	12	4
COc1cccc(Sc2ccccc2/C=N/NC(N)=O)c1	11	-1	7	-6	-7	5	13	-12
CCOC(=O)N1CCN(CCC(=O)Nc2ccccc2OC)CC1	-3	1	0	3	3	-9	4	21
Clc1ccc(/C=N/Nc2nn[nH]n2)cc1	-14	3	-2	-1	3	-12	4	3
COc1ccc(NC(=O)c2ccc(COc3ccccc3)o2)cc1	4	1	17	2	7	0	-5	18
CC(NC(=O)c1ccccc1)C(=O)NC1=NCCS1 (stereo not drawn)	7	2	-2	1	-5	7	0	22
O=C1NCCN(CC2CCN(CCc3ccc(Cl)c(Cl)c3)CC2)C1=O	x	0	x	0	x	x	-2	6
O=C(CCN1C(=O)c2ccccc2S1(=O)=O)Nc1nc2c(s1)CCCC2	-5	-1	-6	5	4	2	12	8
COc1ccccc1-c1cnn2c(NC3CCCC3)cc(C)nc12	3	0	-4	0	7	-2	15	-294
CCC(C(=O)N1CC2(C)CC1CC(C)(C)C2)N1C(=O)c2ccccc2C1=O (stereo not drawn)	-3	2	9	-7	9	0	-23	9
COc1ccc(Cn2nnnc2C(c2cccs2)N2CCSCC2)cc1 (stereo not drawn)	-6	-2	1	-2	-8	-1	-21	8
O=C(COC(=O)CSc1ccc([N+](=O)[O-])cc1)NCCc1ccccc1	1	6	-7	3	9	3	17	11
CC1CCN(C(=O)c2ncn(Cc3ccccc3)c2C(=O)N2CCC(C)CC2)CC1	-3	4	7	-4	7	2	3	16

The final 3 compounds of the section above lead into the next:
SMILES	SENP6 block	SENP1 inh	SENP7 inh	HKDC1 inh	Apaf1 inhib	SENP8 block-1	PfG6PD inh	SENP8 block-2
COc1ccc(Cn2nnnc2C(c2cccs2)N2CCSCC2)cc1 (stereo not drawn)	-6	-2	1	-2	-8	-1	-21	8
O=C(COC(=O)CSc1ccc([N+](=O)[O-])cc1)NCCc1ccccc1	1	6	-7	3	9	3	17	11
CC1CCN(C(=O)c2ncn(Cc3ccccc3)c2C(=O)N2CCC(C)CC2)CC1	-3	4	7	-4	7	2	3	16
CCOC(=O)N1CCN(C(=O)c2cc3c(-c4ccc(Cl)cc4)nn(C)c3s2)CC1	-12	2	-7	-2	19	5	16	-16
C=C(Br)Cn1c(CCC)nc2ccccc21	-9	0	-4	-11	0	-10	-14	18
CCN(Cc1nc2ccccc2c(=O)[nH]1)Cc1nc2cc(OC)c(OC)cc2c(=O)[nH]1	0	-7	1	-6	-16	3	15	-3
COCCCN=Cc1c(C)[nH]n(-c2ccc(Br)c(C)c2)c1=O	53*	2	38	5	7	4	-3	6
NC(=O)COC(=O)c1cc(Cl)cc(Cl)c1N	4	-3	-8	-4	1	-11	6	-390
COc1ccc(OCC(=O)OCCN(C)C)cc1	-7	2	2	-5	-7	5	12	15
COC(=O)c1cc2n3ccccc3c(C)c(-c3ccccc3)c-2c1C(=O)OC	5	-38	10	1	6	-5	-31	-69
CCOC(=O)Nc1ccc2c(c1)N(CCCN(C)C)c1ccccc1CC2	-29	0	2	-2	13	-9	-6	8
COc1ccccc1OCC(=O)N1CCCC(Nc2cccc(F)c2)C1 (stereo not drawn)	-17	1	-2	-2	12	-8	1	8
O=C(/C=C/Sc1ccc(C(F)(F)F)cn1)c1ccccc1	9	1	23	10	-15	-15	8	0
CCOc1ccc(NC(=O)CSc2nnnn2CC(=O)O)cc1	-11	5	-9	-8	5	-7	-2	19
Cc1ccc2nc(N(CCCN(C)C)C(=O)CCc3ccccc3)sc2c1	x	-1	x	-12	x	x	14	8
Cc1cccc(CNC(=O)c2ccccc2NC(=O)C2=CSCCO2)c1	12	2	1	-1	17	3	2	-6
CCOc1ccc2nc(NC(=O)CN3CCC(n4nnc5cc(C(F)(F)F)ccc54)CC3)sc2c1	-6	0	-10	0	12	-11	11	12
CN(C)CCN(Cc1ccco1)S(=O)(=O)c1ccc(-c2ccc(=O)[nH]n2)s1	-26	2	13	-2	2	-5	0	-1
O=C(NNS(=O)(=O)c1ccc(F)cc1)C1CCCCC1	-3	0	1	-1	-8	-2	-15	7
CCOC(=O)C1=C(O)/C(=C\c2cc(C)n(-c3ccc(F)cc3)c2C)N=C1C	1	-52	0	-3	12	6	13	-120
CCCCN1C2CCCC1CC(NC(=O)C1CCCCC1)C2 (stereo not drawn)	0	-2	-8	-3	6	-3	-9	0
CC(Cc1ccccc1)N/C=C1/CC(=O)NC1=O (stereo not drawn)	-9	0	-8	-9	-31	-2	6	2
O=C(Cn1cnc2c(nnn2-c2cccc(F)c2)c1=O)Nc1ccc2c(c1)OCCO2	-2	-2	-5	-2	0	0	-7	5
CC(=O)c1c(C)nn(CC(O)Cn2c3c(c4cc(C)ccc42)CCCC3=O)c1C (stereo not drawn)	-16	-2	-1	-6	6	-1	-8	-496
O=[N+]([O-])c1ccccc1Nc1ccccc1	-2	3	-2	3	14	-4	-7	23
CCC(=O)NCc1nc2ccccc2n1Cc1ccccc1F	-9	-2	-8	-2	-3	-2	-10	23
O=C(NCc1ccc2c(c1)OCO2)c1ccc(Br)s1	-12	2	3	2	-3	-3	5	8
O=C(O)/C=C/c1ccc(S(=O)(=O)Nc2ccccc2C(=O)Nc2ccc(F)cc2)cc1	0	1	-11	2	0	-12	-19	-20
CCc1ccc(NC(=O)CSc2ccc(-c3ccccn3)nn2)cc1	-12	0	-12	0	11	-12	-4	11

The order is random; 3.6% or so of the library scored in one or more.
